# PhoP GFP inhibition: PhoP regulon inhibitors, Salmonella typhi PhoP promoter GFP reporter, confirmatory (AID 1850); Salmonella Typhi PhoP-promoter GFP reporter, fluorescence, 4 h; higher % means a stronger effect; inhibition, % at 50 µM; hits with a dose series show IC50 in µM; 310,000 compounds, 0.33% hits; in the data active = a potency from the dose series; inconclusive = inhibition mostly from about 25% at the one dose, without a potency; inactive = the rest, 99 in 100 with inhibition below about 19%;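 note: 0% = induced wells with vehicle and 100% = uninduced wells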
# tuberculosis growth: growth inhibition of non-replicating M. tuberculosis (AID 488890); 320,000 compounds, 0.39% hits; Mycobacterium tuberculosis non-replicating, growth inhibition; higher % means a stronger effect; one-dose inhibition, % at 25 µM; IC50 in µM for titrated hits; in the data active = a potency from the dose series; inconclusive = inhibition mostly from about 82% at the one dose, without a potency; inactive = the rest, 99 in 100 with inhibition below about 76%;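 note: plate controls were DMSO cells for no effect and high antibiotic wells for full effect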
# H37Rv inhibition: M. tuberculosis growth inhibition, HTS (AID 449762); 330,000 compounds, 0.59% hits; M. tuberculosis H37Rv growth inhibition, 7H9 media; higher % means a stronger effect; one-dose inhibition, % at 25 µM; IC50 in µM for titrated hits; in the data active = a potency from the dose series; inconclusive = inhibition above about 70% without an active follow-up result;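 note: bacterial growth assessed after seven days of incubation; strong numbers were not always called active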
# inhibitors of VEEV: inhibitors of VEEV TC-83 cytopathic effect, confirmation, Vero cells (AID 588727) | one-dose inhibition, % at 20 µM; IC50 in µM for titrated hits | Vero cells, VEEV TC-83 cytopathic effect inhibition; higher % means a stronger effect | 350,000 compounds, 0.13% hits; in the data active = a potency from the dose series; inconclusive = inhibition mostly from about 14% at the one dose, without a potency; inactive = the rest, 99 in 100 with inhibition below about 12%; note: strong numbers were not always called active
# influenza NS1A: H1N1 influenza NS1A inhibitors, functional cell based assay (AID 504329); 340,000 compounds, 0.3% hits; inhibition, % at 12.5 µM; hits with a dose series show IC50 in µM; NS1A functional cell-based assay, percent inhibition; higher % means a stronger effect; in the data active = a potency from the dose series; inconclusive = inhibition above about 27% without an active follow-up result; note: strong numbers were not always called active
# inhibitors of VEEV 10K pilot screen: second read-out of inhibitors of VEEV, no call of its own (marks repeat the call); inhibition, %; measured here: 10K pilot screen inhibition
# * hit, by the source's call; i = inactive; ? = inconclusive; . = no result given.
SMILES,PhoP GFP inhibition,tuberculosis growth,H37Rv inhibition,inhibitors of VEEV,influenza NS1A,others
CCOC(=O)[C@H]1CCC[C@@H](NS(=O)(=O)c2ccc(NC(C)=O)cc2)C1,4.9%,2.7%,7.8%,1.2%,3.1%,
Cc1cccc(C)c1OC(=O)Cc1ccccc1,-5.8%,-13.9%,-0.2%,i,1.5%,
Cc1cccc(CS(=O)(=O)Cc2ccc(C(=O)NCCN3CCCCC3C)o2)c1 (stereo unspecified),3.8%,24.9%,-5.4%,i,-12.9%,
Nc1ccccc1SCC(=O)N1CCc2ccccc21,0.2%,14.3%,8.3%,i,-21.0%,
O=C(Nc1ccc(F)cc1)c1cccnn1,-4.7%,-4.2%,-1.9%,0.6%,-5.2%,
Cc1ccccc1C(=O)NC(=S)Nc1ccc(Oc2ccc(Cl)cc2)cc1,13.7%,73.8%,-0.6%,1.3%,8.7%,
N#CCc1c(C#N)c(N)nc(N2CCN(C=O)CC2)c1C#N,2.0%,.,-7.9%,1.4%,-3.9%,
COc1ccccc1N1C(=O)CC(N2CCc3ccccc32)C1=O (stereo unspecified),-0.2%,22.0%,-13.4%,2.8%,4.2%,
O=C(NCc1ccc(C(=O)N2CCC3(CC2)OCCO3)cc1)c1ccc2c(c1)OCO2,-14.8%,-5.0%,-5.4%,1.7%,-6.0%,
CN(CC(=O)NCc1ccccc1Cl)S(=O)(=O)c1ccc2c(c1)n(C)c(=O)c(=O)n2C,4.2%,.,3.9%,0.9%,-2.6%,
S=c1nc(NCc2ccc3c(c2)OCO3)c2ccccc2[nH]1,-1.1%,-8.0%,0.1%,i,0.3%,
CCOc1ccccc1-c1nc(-c2cc3ccc(C)cc3[nH]c2=O)no1,-0.1%,3.5%,-2.7%,1.6%,-5.0%,
O=C(c1ccc(Cl)cc1)c1cnc(Nc2ccccc2)s1,-4.4%,1.3%,-17.9%,0.3%,-13.9%,
Fc1ccc(CSc2ccc3nnc(-c4cccs4)n3n2)cc1,-5.2%,4.9%,1.9%,0.4%,-2.4%,
Cc1ccc(C(=O)NCC(=O)OCC(=O)Nc2ccc3[nH]c(=O)[nH]c3c2)cc1,2.1%,-8.9%,-1.9%,0.8%,-0.3%,
COC(=O)c1cc(C(=O)OCC(=O)N2CCCCC2)cc([N+](=O)[O-])c1,.,21.9%,6.9%,5.5%,0.6%,
Cc1ccccc1S(=O)(=O)N1C[C@H]2CON(C)[C@H]2C[C@H]1c1cccc(N2CCOCC2)c1,.,.,.,0.3%,-11.0%,
Cc1ccc(Cl)c(NC(=O)COC(=O)c2ccccc2C(=O)c2ccc(Cl)c([N+](=O)[O-])c2)c1Cl,4.9%,23.8%,16.2%,?,22.0%,
NC(=S)Nn1c(CCC(=O)O)ccc1-c1ccccc1,-3.6%,-17.4%,-5.2%,i,-4.1%,
COc1cccc(C(=O)NCC(c2cccs2)N2CCc3ccccc32)c1 (stereo unspecified),-7.2%,-0.7%,24.5%,8.0%,17.5%,

# In the list so far, these contain a thiophene ring, fused or not.
SMILES,PhoP GFP inhibition,tuberculosis growth,H37Rv inhibition,inhibitors of VEEV,influenza NS1A,others
Fc1ccc(CSc2ccc3nnc(-c4cccs4)n3n2)cc1,-5.2%,4.9%,1.9%,0.4%,-2.4%,
COc1cccc(C(=O)NCC(c2cccs2)N2CCc3ccccc32)c1 (stereo unspecified),-7.2%,-0.7%,24.5%,8.0%,17.5%,

# Structures listed so far containing an NH in an aromatic ring (3):
SMILES,PhoP GFP inhibition,tuberculosis growth,H37Rv inhibition,inhibitors of VEEV,influenza NS1A,others
S=c1nc(NCc2ccc3c(c2)OCO3)c2ccccc2[nH]1,-1.1%,-8.0%,0.1%,i,0.3%,
CCOc1ccccc1-c1nc(-c2cc3ccc(C)cc3[nH]c2=O)no1,-0.1%,3.5%,-2.7%,1.6%,-5.0%,
Cc1ccc(C(=O)NCC(=O)OCC(=O)Nc2ccc3[nH]c(=O)[nH]c3c2)cc1,2.1%,-8.9%,-1.9%,0.8%,-0.3%,

# Next entries follow.
SMILES,PhoP GFP inhibition,tuberculosis growth,H37Rv inhibition,inhibitors of VEEV,influenza NS1A,others
CCc1ccc(Nc2n[n+](-c3ccccc3)c(-c3c(Cl)cccc3Cl)s2)cc1,34.3%,?,?,i,24.4µM*,
O=C(NC1CC1)C1=C[C@@H](c2ccc3c(c2)OCO3)C[C@@H](OCc2ccc(CO)cc2)O1,-1.5%,14.9%,-3.4%,1.6%,9.5%,
Cc1ccc(Sc2ccc(NC(=O)CCl)cc2)c(C)c1,-0.3%,?,?,.,.,
O=C(Nc1nc(-c2cc(Cl)sc2Cl)cs1)c1ccccc1,-2.4%,39.0%,-8.9%,3.7%,-0.6%,
N#CC(C#N)=Cc1ccc(O)c(O)c1,-20.8%,-14.6%,2.1%,i,9.3%,
CCCCN(C(=O)c1cccc(S(=O)(=O)N(CC)c2ccccc2)c1)c1c(N)n(CCCC)c(=O)[nH]c1=O,.,.,.,1.5%,9.2%,
O=C(NCc1ccc(F)cc1)c1cc2c(cc1Cl)N1CCCCCC1=NS2(=O)=O,.,18.0%,-4.7%,0.1%,8.9%,
O=C(Nc1ccc(Oc2ccccc2)cc1)c1cnc2n(c1=O)CCS2,3.2%,.,3.5%,0.3%,0.4%,
O=C(NNc1cccc(Cl)n1)Nc1ccc(Cl)cc1,-11.7%,5.3%,-0.5%,i,9.4%,
N#Cc1ccc(-c2ccc(OCC3CNC(=O)O3)cc2)cc1 (stereo unspecified),0.8%,53.4%,-3.8%,0.3%,-8.9%,
COc1ccccc1N1CCN(C(CNC(=O)C2CCCCC2)c2cccnc2)CC1 (stereo unspecified),2.6%,-8.4%,-4.9%,0.3%,48.4%,inhibitors of VEEV 10K pilot screen=0.0
CC#CC[N+](C)(C)CCCCCC,-4.1%,-10.0%,6.5%,i,-12.0%,
COC(=O)c1ccc(CN(C)S(=O)(=O)c2ccc(C)cc2)o1,-11.7%,17.4%,0.1%,0.9%,-9.5%,
COc1ccc(CNC(=O)C2CCN(S(=O)(=O)c3cccc4nsnc34)CC2)cc1,10.0%,3.7%,-5.3%,3.6%,7.5%,
COc1ccc(NC(=O)c2cc(Br)ccc2Cl)c([N+](=O)[O-])c1,4.4%,-1.1%,8.7%,0.2%,1.8%,
O=C(N/N=C/c1ccc(OCc2cnc(Cl)s2)cc1)c1ccncc1,-1.0%,75.2%,?,1.0%,0.7%,
NC(=NCCc1ccccc1)NS(=O)(=O)c1cccs1,-2.6%,-9.8%,0.3%,0.4%,-4.6%,inhibitors of VEEV 10K pilot screen=1.5
COc1ccc(OC(C)C(=O)NCC2CCCO2)cc1 (stereo unspecified),-2.9%,7.2%,-12.8%,0.3%,-8.5%,
CCCn1c2ccccc2c2cnn(CC(=O)NCCCN3CCCCC3)c(=O)c21,-4.7%,15.8%,-3.2%,i,5.3%,
CCOc1ccc(NC(=O)C(=O)N/N=C/c2cccnc2)cc1,-4.5%,8.1%,1.3%,1.6%,-10.4%,

# Sorted by number of heavy atoms (low to high): some entries from above
SMILES,PhoP GFP inhibition,tuberculosis growth,H37Rv inhibition,inhibitors of VEEV,influenza NS1A,others
O=C(NNc1cccc(Cl)n1)Nc1ccc(Cl)cc1,-11.7%,5.3%,-0.5%,i,9.4%,
Nc1ccccc1SCC(=O)N1CCc2ccccc21,0.2%,14.3%,8.3%,i,-21.0%,
CCOc1ccccc1-c1nc(-c2cc3ccc(C)cc3[nH]c2=O)no1,-0.1%,3.5%,-2.7%,1.6%,-5.0%,

# Returning to the listing, starting two compounds before the break.
SMILES,PhoP GFP inhibition,tuberculosis growth,H37Rv inhibition,inhibitors of VEEV,influenza NS1A,others
CCCn1c2ccccc2c2cnn(CC(=O)NCCCN3CCCCC3)c(=O)c21,-4.7%,15.8%,-3.2%,i,5.3%,
CCOc1ccc(NC(=O)C(=O)N/N=C/c2cccnc2)cc1,-4.5%,8.1%,1.3%,1.6%,-10.4%,
Cn1c(=O)c(C(=O)NCCO)c(O)c2ccccc21,11.7%,15.2%,-5.9%,6.1%,-4.6%,
Cc1ccc(C(C(=O)NCc2ccco2)N(C(=O)Cc2cccs2)c2cccnc2)cc1 (stereo unspecified),-0.2%,-8.9%,0.3%,2.9%,13.4%,inhibitors of VEEV 10K pilot screen=0.4
CCOc1ccc(-c2ccc(SCC)nn2)cc1,7.0%,80.1%,-1.8%,0.1%,-0.3%,
COc1ccc(S(=O)(=O)CCC(=O)N2CCN(c3ccc(C(C)=O)cc3)CC2)cc1,7.7%,33.7%,6.1%,i,-2.1%,

# Screening results as filed in PubChem BioAssay.
